Assay outcomes deposited in PubChem BioAssay by National Center for Advancing Translational Sciences (NCATS).
GAA inhib – inhibitors of human lysosomal alpha-glucosidase; actives 0.005% (n = 200,000); purified human GAA, 4-MU-alpha-glucoside fluorescence; P10253; Potency, µM (top dose mostly 76.9 µM), for the others: at the top dose activity change, negative = inhibition, actives largely listed as inhibitors;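 further: potency means the concentration at half of the fitted maximal effect; plate controls were uninhibited enzyme wells for no effect and no-enzyme background for full effect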
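Human enzyme at 4 nM with 400 uM 4-methylumbelliferyl-alpha-D-pyranoside, citrate/phosphate buffer pH 5.0, 0.005% Tween-20, 20 min at room temperature. Compounds up to 77 uM. 4-MU fluorescence (Ex 365/Em 440) read after NaOH/glycine stop; AC50 from Hill fit.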
GAA glycogen – GAA glycogen-cleavage inhibition or activation; P10253; recombinant GAA, glycogen substrate, Amplex Red glucose oxidase fluorescence; Potency, µM (series often up to 76.4 µM), without a hit: at the highest dose activity change, negative = inhibition, usual class: inhibitors; actives 0.38% (n = 300,000);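 further: potency means the concentration at half of the fitted maximal effect; 0% = full enzyme reaction and -100% = no-enzyme basal signal; the screen sought inhibitors and activators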
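qHTS, 1536-well; enzyme 4 nM final; cpd up to 77 uM; substrate bovine liver glycogen 30 ug; 50 mM citrate/phosphate pH 5.0, 0.01% Tween-20; 37 C, 40 min; Amplex Red detection 45 min RT; Hill fit → AC50.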
GAA spleen mod – lysosomal alpha-glucosidase (human) modulation | P10253 | human spleen homogenate, 4-MU-alpha-glucoside fluorescence | Potency, µM (highest dose often 79.9 µM), for inactives: at the highest dose activity change, negative = inhibition, usual class: inhibitors | actives 0.006% (n = 240,000);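 further: potency means the concentration at half of the fitted maximal effect; 0% = enzyme with vehicle and -100% = no enzyme basal signal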
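Human spleen homogenate (1 ug) with 4-methylumbelliferyl-alpha-D-glucopyranoside (1 mM final) in 50 mM citrate/phosphate pH 5.0, 0.01% Tween-20; 40 min at 37 C. Stopped at pH 10; 4-MU fluorescence Ex 365/Em 440 nm; AC50 by Hill fit.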
CBFb-RUNX1 inh – blocks binding between human CBF-beta and RUNX1 | Potency, µM (series often up to 59.8 µM), without a hit: top-dose activity, negative = inhibition, usual class: inhibitors | 230,000 tested, under 10 active | AlphaScreen CBFb-His/RUNX1-biotin binding, biochemical; further: % of control where 0% means no effect
Target sequence (Q01196 whole entry, looked up): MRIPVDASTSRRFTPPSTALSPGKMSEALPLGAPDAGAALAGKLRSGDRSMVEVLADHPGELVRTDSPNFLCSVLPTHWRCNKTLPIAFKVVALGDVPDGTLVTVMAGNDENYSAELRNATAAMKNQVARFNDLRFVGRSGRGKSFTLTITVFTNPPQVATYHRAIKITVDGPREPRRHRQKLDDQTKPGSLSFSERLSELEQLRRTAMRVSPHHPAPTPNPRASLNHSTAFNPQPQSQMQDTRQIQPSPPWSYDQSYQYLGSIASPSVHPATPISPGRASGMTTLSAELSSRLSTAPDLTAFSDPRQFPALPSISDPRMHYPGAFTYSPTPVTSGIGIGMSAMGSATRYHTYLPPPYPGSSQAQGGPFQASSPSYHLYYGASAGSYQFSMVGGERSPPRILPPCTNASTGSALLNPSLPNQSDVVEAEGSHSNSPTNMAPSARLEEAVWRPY
Target sequence (Q13951 whole entry, looked up): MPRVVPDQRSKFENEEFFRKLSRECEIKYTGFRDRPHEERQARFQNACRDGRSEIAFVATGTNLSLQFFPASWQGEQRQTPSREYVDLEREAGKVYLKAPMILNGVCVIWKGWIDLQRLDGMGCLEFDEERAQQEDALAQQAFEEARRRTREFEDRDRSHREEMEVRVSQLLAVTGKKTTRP
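Compounds were screened at multiple concentrations against a preformed CBF-beta(His)/RUNX1(biotin) complex (30 nM of each) for 15 min at room temperature, followed by 90 min with nickel and streptavidin beads and AlphaScreen reading.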
HTT ATP protect – cytoprotection in Huntington HTT-Q103 PC12 cell model | PC12 HTT-Q103 induced, cytoprotection, ATP luminescence, 40 h | AID 1471 | Potency, µM (highest dose often 56.4 µM), for the others: cytoprotection (ATP increase), usual class: activators | actives 0.14% (n = 230,000);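 further: potency means the concentration at half of the fitted maximal effect; % of control where 0% means no effect; nearly all actives have a fitted effect of over 45% in size; toxic huntingtin expression switched on by the ecdysone agonist tebufenozide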
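Compounds were screened for protection of PC12 cells against cell death after tebufenozide induction (100 nM final) of mutant Huntingtin exon 1 (Q103) fused to GFP.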
Lamin A splicing – LMNA splicing modulation | HeLa LMNA splicing GFP/RFP minigene ratio, 48 h | Potency, µM (doses to about 46.1 µM), for the others: at the top dose ratio change, negative = inhibition, most hits filed as inhibitors | actives 0.01% (n = 200,000); active means well fitted inhibition curve with a large enough effect in the signal ratio, with a control signal flat, not every such curve was filed as active; inconclusive means small, poorly fitted or top-dose-only effect, or effect the other way, or a change in a side signal; the % refers to the signal ratio; further: potency means the concentration at half of the fitted maximal effect; on the % scale 0 is the no-effect control and ±100 the full control effect
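Read-out is the ratio of GFP to DsRed2 object intensity, acquired by 488 nm laser-scanning cytometry on HeLa lamin A-EGFP minigene reporter cells. Compound incubation 48 hrs at 37 °C in Opti-MEM with 2% FBS; DMSO 0.5% final.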
HttQ103 aggreg – inhibitors of mutant huntingtin aggregate formation in PC12 cells; PC12 HttQ103-GFP aggregates, Acumen cytometry, 40 h; Potency, µM (titrated, usually from 46.1 µM), inactives show top-dose activity change, negative = inhibition, usual class: inhibitors; actives 1.1% (n = 220,000); AID 1688; further: potency means the concentration at half of the fitted maximal effect; on the % scale 0 is the no-effect control and ±100 the full control effect; nearly all actives have a fitted effect of over 60% in size
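PC12 cells stably carrying ecdysone-inducible HTT exon 1 Q103–GFP were induced with tebufenozide (100 nM final) and treated with library compounds in titration. GFP aggregates in lysates were counted by laser scanning cytometry.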
* = called active by the depositor; ? = inconclusive; nt = not tested or not shown; & = joins results of further samples; [ ] = dose if it differs, or a comment. Unless noted, the call rests on the fitted dose curve; in most records, active means well fitted curve in the direction sought with a large enough effect; inconclusive means small, poorly fitted or top-dose-only effect, or another doubt; inactive means no such curve, though single readings can be large; an effect the other way counts as inactive or inconclusive.

SMILES	GAA inhib	GAA glycogen	GAA spleen mod	CBFb-RUNX1 inh	HTT ATP protect	Lamin A splicing	HttQ103 aggreg
O=C(NCCc1csc(-c2cccnc2)n1)c1ccc(Cl)cc1	nt	14%	-4%	11%	13%[10 µM]	nt	0%[9.22 µM]
CC(=O)N(C)c1ccc(NC(=O)Nc2ccc(C)cc2)cc1	8%	24%	2%	-5%	-65%	-18%[46 µM]	-2%
COc1ccc(-n2c(C)cc(C(=O)COc3ccc(C)nc3[N+](=O)[O-])c2C)cc1	-13%	-4%	-7%	-29%	-4%[10 µM]	?	6%
O=C(CSc1nnc(-c2ccco2)o1)c1ccccc1Cl	-4%	-7%	-1%	-2%	92%	-6%[46 µM]	1%
COc1cc(NC(=S)NC(=O)c2cccs2)ccc1NC(=O)C(C)C	8%	-13%	-17%	-10%	7%	12%[46 µM]	18%
Cc1nn(C)c(C)c1CN(Cc1nc(-c2ccc(F)cc2F)oc1C)C1CC1	-21%	16%	-1%	2%	26%[10 µM]	nt	16%[9.22 µM]
Cc1cc(Oc2ccccc2)nc(NCc2ccccc2)n1	1%	5%	-6%	9%	-4%	12%	-15%
CC1CCCN(c2nc3nonc3nc2N2CCCC(C)C2)C1 (centres undefined)	-2%	1%	-19%	-4%	16%[10 µM]	0%	-15%
O=C(CCC1CCCN(C(=O)Cc2ccc(F)cc2)C1)N1CCN(c2ccccn2)CC1 (centres undefined)	-1%	9%	-2%	13%	-20%	nt	-11%
CC(C)C[C@@H](CC(=O)N[C@@H](CCC(=O)O)CC(=O)O)NC(=O)[C@@H]1CNCC[C@H]1NC(=O)C[C@H](CCCN)NC(=O)C[C@H](CO)NC(=O)[C@@H]1CCCC[C@H]1N	nt	nt	5%	9%	-1%[1.9 µM]	nt	nt
c1ccc(OCc2cc(-c3ccccc3)no2)cc1	3%	-19%	1%	?	-4%[10 µM]	19%[46 µM]	-5%
CSc1cc(-c2ccc(Cl)cc2)[nH]c(=O)c1C#N	12%	-7%	0%	-3%	-24%	-11%[46 µM]	-3%[9.22 µM]
Cc1ccc(NS(=O)(=O)c2ccc(N/N=C/c3ccncc3)c([N+](=O)[O-])c2)c(C)c1	-7%	-8%	5%	?	4%[10 µM]	6%	-27%
Cc1nonc1C1CCCN1C(=O)c1cc(COc2ccc(F)cc2Cl)on1 (centres undefined)	-4%	15%	2%	-2%	-2%[10 µM]	nt	-6%[9.22 µM]
CCCCCN(C(=O)NC(=O)NC(C)CC)S(C)(=O)=O (centres undefined)	-4%	2%	0%	4%	8%	-6%	5%
CCOc1cc(OCC)cc(C(=O)NCCCN2CCOCC2)c1	-3%	2%	6%	6%	-34%[inhibitor]	?	1%
O=[N+]([O-])c1ccc(Nc2ccc(N3CCOCC3)cc2)c([N+](=O)[O-])c1	-13%	4%	4%	-4%	21%	nt	-31%
CCOC(=O)Cn1c2ccccc2c2nc3ccccc3nc21	12%	9%	-8%	-8%	17%	13%	11%
COc1ccc(-c2csc(NC(=O)c3cc(C)on3)c2C#N)cc1OC	-4%	-26%	-8%	1%	-15%	4%	-17%
O=[N+]([O-])c1cc(F)c(N2CCCCC2)cc1N1CCOCC1	-5%	-1%	0%	-12%	-2%	-3%	-1%
COc1cccc(CNc2cccc3cccnc23)c1O	-6%	nt	1%	2%	8%[1.9 µM]	8%	?
CC1CCCN(c2ccc(C(=O)NCc3ccco3)cc2[N+](=O)[O-])C1 (centres undefined)	-5%	5%	-6%	?	nt	?	-7%
O=C1CCN(C(=O)/C=C/c2ccccc2)c2ccccc21	-9%	-16%	-9%	8%	-17%[10 µM]	?	-14%[9.22 µM]
COc1ccc(CNC(=S)N2CCN(S(=O)(=O)c3cccc(F)c3)CC2)cc1	nt	-8%	0%	17%	-2%[10 µM]	nt	-17%[9.22 µM]
COc1ccc(CCNC(=O)c2csc3c2CCCC3)cc1OC	11%	-7%	5%	0%	-18%[10 µM]	nt	-12%[9.22 µM]
CC(=O)/C(=C/Nc1ccc(Oc2ccccc2)cc1)c1ccccc1	-4%	-6%	-19%	13%	2%[10 µM]	-10%	-30%
O=C(Nc1cccc(F)c1)c1cccc(S(=O)(=O)N2CCOCC2)c1	-3%	-1%	3%	2%	11%[10 µM]	?	?
Cc1noc(C)c1COC(=O)c1ccccc1Oc1ccccc1	-5%	-4%	-10%	22%	-5%[10 µM]	-8%	-10%
CC(=O)NS(=O)(=O)c1ccc(N=c2ssc3c2-c2ccc(C)cc2NC3(C)C)cc1	-12%	10%	2%	-24%	nt	3%	5%
Cn1c(=O)c(-c2ccc(F)cc2)nc2cnc(Nc3ccccc3)nc21	nt	nt	-12%	nt	-65%[inhibitor]	0%	nt
CCOC(=O)c1c(-c2ccccc2)nc2ccccn12	-3%	1%	-12%	2%	1%	16%	-5%
Cc1ccc(NC(=O)c2cc(NC(=O)c3ccco3)ccc2N2CCOCC2)cc1	-6%	-7%	-6%	0%	-13%	?	-14%
CC1CCN(S(=O)(=O)c2ccc3ncn(CC(=O)N(C)C4CCCCC4)c(=O)c3c2)CC1	1%	5%	-4%	10%	-8%	nt	2%
CCOc1ccc(/C=N/NC(=O)c2ccc(Cn3cc([N+](=O)[O-])cn3)o2)cc1	-5%	8%	-2%	0%	-43%[inhibitor]	6%	2%
CNS(=O)(=O)c1cccc(C(=O)OCC(=O)N(Cc2ccccc2)C(C)(C)C)c1	1%	-9%	7%	-1%	-30%	4%[46 µM]	1%
COC(=O)c1ccccc1NC1OC(=O)c2ccccc21 (centres undefined)	-1%	7%	-8%	6%	31%	6%	-5%
O=C(CSc1nnc(CNc2ccc(F)cc2)o1)N1CCCc2ccccc21	-10%	-7%	-5%	-2%	0%[10 µM]	-6%	-9%
CC(C)(C)NC(=O)c1sccc1C(=O)O	?	0%	17%	7%	4%[0.074 µM]	8%	1%
Cc1ccccc1C(=O)Nc1nnc(-c2ccc(C(C)(C)C)cc2)s1	5%	6%	-5%	12%	-1%[10 µM]	-8%	-30%
Cc1cc(O)c(C(C)C)cc1Cl	nt	nt	4%&-2%	4%&13%	9%	?	-1%
C=CCN1C(=O)/C(=C/c2ccc(OC(C)=O)c(OCC)c2[N+](=O)[O-])SC1=S	-8%	4%	-5%	-5%	-93%[inhibitor]	nt	18%
COc1ccc(Cn2ccnc2SCC(=O)Nc2cccc(NC(C)=O)c2)cc1	-4%	2%	nt	-11%	-20%	18%[46 µM]	19%
C=CCn1c(SCC(=O)c2[nH]c(C)c(C(=O)OCC)c2C)nc2scc(-c3ccccc3)c2c1=O	-2%	11%	-4%	9%	-18%[10 µM]	3%	14%
Cc1cc(C)cc(NC(=O)N2CCN(Cc3ccc4c(c3)OCO4)CC2)c1	?	4%	0%	21%	2%[10 µM]	?	0%[9.22 µM]
CN1CCN(S(=O)(=O)c2cc([N+](=O)[O-])ccc2N2CCCCCC2)CC1	10%	6%	-4%	-5%	-20%	11%	?
CCOc1ccc(S(=O)(=O)NCc2ccc(OC)cc2)c2cccnc12	0%	-21%	-5%	0%	nt	?	16%
COc1cccc(-c2cc(C(F)(F)F)n3nc(C(=O)Nc4c(C)n(C)n(-c5ccccc5)c4=O)cc3n2)c1	-21%	10%	-4%	5%	7%[10 µM]	?	3%
COc1ccc(C(C#N)N2N=C(c3ccccc3)CC2c2ccccc2)cc1OC (centres undefined)	6%	-3%	7%	17%	20%[10 µM]	-9%	-29%

Only GAA inhib and CBFb-RUNX1 inh, for three of the compounds above:
Molecule,GAA inhib,CBFb-RUNX1 inh
COc1cccc(-c2cc(C(F)(F)F)n3nc(C(=O)Nc4c(C)n(C)n(-c5ccccc5)c4=O)cc3n2)c1,-21%,5%
CCOc1ccc(S(=O)(=O)NCc2ccc(OC)cc2)c2cccnc12,0%,0%
C=CCN1C(=O)/C(=C/c2ccc(OC(C)=O)c(OCC)c2[N+](=O)[O-])SC1=S,-8%,-5%

Carrying on:
SMILES	GAA inhib	GAA glycogen	GAA spleen mod	CBFb-RUNX1 inh	HTT ATP protect	Lamin A splicing	HttQ103 aggreg
CCOc1ccc(NC(=O)CC2Nc3ccccc3NC2=O)cc1 (centres undefined)	6%	-21%	-20%	-16%	nt	nt	18%
CO/N=C\C[C@@H]1C=C[C@H](OC(C)=O)[C@H](COC(C)=O)O1	nt	nt	5%[17.4 µM]	5%[13.1 µM]	5%[10 µM]	nt	nt
CCSc1nc2c(c(=O)[nH]1)C(c1cccs1)C(C(=O)OC)=C(C)N2 (centres undefined)	3%	5%	2%	2%[2.36 µM]	nt	2%	20%
CCOC(=O)C1=C(CC)Nc2ccccc2N=C1NC(=O)c1ccc(S(=O)(=O)N2CCOCC2)cc1	2%	7%	nt	-24%	-14%	nt	-12%
Cc1ccc(-c2nsc(SCC(=O)NCc3ccc4c(c3)OCO4)n2)cc1	-3%	-3%	3%	6%	-14%[10 µM]	-10%	-18%
CC(C)CNc1c(N)n(CC(C)C)c(=O)[nH]c1=O	?	4%	-3%	11%	-14%	?	19%
Cc1c(-c2ccccc2)[n+](=O)c(-c2ccco2)c(C)n1[O-]	-4%	0%	-2%	9%	-20%[0.074 µM]	0%	-23%
O=C(CN1C(=O)c2ccc([N+](=O)[O-])cc2C1=O)NCc1ccco1	2%	6%	-2%	3%	-10%	nt	2%
CC1(C)Cc2ccccc2-c2nc(CN3CCOCC3)[nH]c(=O)c21	-5%	-1%	-1%	4%	-13%[0.074 µM]	8%	-6%
CCCCNC(=O)CC(C(=O)N1CCc2ccccc21)n1ccnc1 (centres undefined)	0%	1%	-8%	10%	0%	1%	9%
O=S(=O)(Nc1nc(SCc2ccc(Cl)cc2)n[nH]1)c1ccc(F)cc1	nt	-10%	-6%	5%	3%[10 µM]	nt	21%[9.22 µM]
CCCn1cc(S(=O)(=O)CC(=O)NC2CCCCC2)c2ccccc21	2%	-10%	-13%	4%	13%[10 µM]	-6%	18%
COc1ccc(NC(=O)COC(=O)c2c3c(nc4ccccc24)CCCC3)cc1	-16%	-6%	-12%	-25%	-18%	-1%	1%
